LGR2 antag: Drosophila LGR2 receptor signaling inhibition; HEK293 LGR2, CRE-luciferase, bursicon-stimulated, 4 h; inhibition, % at 9.99 µM; 0.35% of 380,000 active; AID 720647;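 active means drop in luminescence signal, shown as inhibition above about 50% in the replicate tests, limit read from the data, passing the limit was not always enough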;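 further: agonist challenge used bursicon conditioned medium at about half maximal strength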
Cneo AK release: causes C. neoformans cell lysis. adenylate kinase release luminescence, 4 h; normalised: neutral wells 0, clomiphene wells 100. lysis activity, % at 15 µM. 0.2% of 360,000 active;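 active means mean lysis activity across replicates of at least 80%, whatever share of replicates individually reach that level; inactive means mean lysis activity below 80%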
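Schedule: static 4 h at 37 °C with compound, 1 h detection; system: C. neoformans cells; benchmarks: Clomiphene as positive control; buffer or medium: fresh YPD medium; measure: luminescence rise reflecting yeast cell lysis; measured by: luminescent adenylate kinase detection reagent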
PGC1a acetyl inh: PGC1a acetylation modulation, inhibitor mode; U2OS PGC1a acetylation, AlphaScreen anti-acetyl-lysine; with virally co-expressed GCN5 acetyltransferase; 0.17% of 350,000 active; AID 651687; inhibition, % at 15.6 µM;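 active means every replicate shows inhibition of at least 40%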;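 further: 0% = neutral control wells and 100% = positive control wells; some results beyond the cut were filed as inactive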
PglD inh: blocks C. jejuni PglD acetyltransferase activity; purified PglD enzyme, DTNB colorimetric CoA detection; 0.098% of 360,000 active; inhibition, % at 12.5 µM; AID 602405; in the data active means inhibition above about 16%, passing the limit was not always enough; further: strong numbers were not always called active
INS-1E GSIS act: GLuc luminescence reporter in INS-1E cells, primary screen for activators of glucose-dependent secretion of insulin. 0.61% of 370,000 active. activation, % at 16.6 µM. INS-1E GLuc reporter insulin secretion, 2-3 h. AID 743287;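 active means lowest replicate activation of at least 40%, so every replicate reaches that level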;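 further: 0% = median of neutral control wells and 100% = median of IBMX positive control wells; some compounds called inactive have numbers as strong as hits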
ARNT-TACC3 inh: ARNT/TACC3 interaction disruption; Q9Y6A5; AlphaScreen His-ARNT PAS-B/GST-TACC3 binding, luminescence; TACC3 fragment carries E629A point mutation; inhibition, % at 9.99 µM; 0.66% of 390,000 active; AID 623870;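 active means mean inhibition of replicates at least 50% and at least half of replicates each reaching 50%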;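 further: 0% = complete ARNT plus TACC3 wells and 100% = ARNT alone without TACC3; many hits fall short of the cut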
PAX8 inh HTS: inhibitors of PAX8 transcriptional activity in RMG-I cells; inhibition, % at 12.6 µM; 1.2% of 360,000 active; RMG-I TPO-luciferase reporter, SteadyGlo, 24 h;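 active means mean replicate inhibition at least 60% with every replicate also reaching 60%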;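 further: luciferase light reporting Pax8 driven TPO promoter activity; plate controls were median of neutral control wells for no effect and mitoxantrone controls for full effect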
Statin myotox sup: suppressors of simvastatin-induced myotoxicity in C2C12 myotubes; rescue of ATP level, % at 7.49 µM; 0.78% of 330,000 active; ATP luminescence, 48 h; scaled: DMSO 0, geranylgeraniol control 100;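 active means mean ATP rescue above about 67%, or every replicate alone reaching that limit, limit read from the data, passing the limit was not always enough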;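 further: myotubes were challenged with 10 µM simvastatin during compound exposure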
Numbers without * were called inactive; x = no result given.

SMILES	LGR2 antag	Cneo AK release	PGC1a acetyl inh	PglD inh	INS-1E GSIS act	ARNT-TACC3 inh	PAX8 inh HTS	Statin myotox sup
CCN(C(=O)COC(=O)c1ccc2[nH]c(C)c(C)c2c1)c1c(N)n(Cc2ccccc2)c(=O)[nH]c1=O	-6	-2	4	-4	-5	-1	7	-10
CN(Cc1ccc(F)cc1)C(=O)c1cccc(S(=O)(=O)N2CCN(c3ccc(F)cc3)CC2)c1	-2	9	x	1	-27	-20	37	9
NC(Cc1ccccc1)c1csc(NC(=O)Nc2ccccc2Oc2ccccc2)n1 (stereo unspecified)	-14	-3	-71	6	8	x	-9	-21
O=C(COC(=O)CNC(=O)c1ccccc1)NCCc1ccccc1	5	x	x	x	2	0	19	x
COCc1cccc(-c2csc(C(C)(O)c3cccc(OC)c3)n2)c1 (stereo unspecified)	5	-1	x	9	x	x	-5	-4
C[C@H]1CN([C@@H](C)CO)C(=O)c2cccc(NC(=O)C3CC3)c2O[C@H]1CN(C)S(C)(=O)=O	12	-9	-4	-4	5	0	-40	1
COc1ccc(C2CC(c3cccc(Cl)c3)=NN2c2ccc(S(N)(=O)=O)cc2)cc1 (stereo unspecified)	29	-1	-10	5	-2	-25	13	27
CSCC[C@H](NC(=O)Cc1c(C)c2cc3c(C)c(C)oc3cc2oc1=O)C(=O)N[C@@H](C(=O)O)c1ccccc1	x	0	-1	5	1	x	x	-5
O=C(Nc1ccccc1C(=O)N/N=C/c1ccco1)c1ccccc1	-15	4	5	-2	13	8	9	x
O=C(CCN1C(=O)/C(=C\c2ccc(F)cc2)SC1=S)Nc1ccc(O)cc1	-6	-3	x	-3	4	2	-7	7
Cc1ccc(/C=N/NC(=O)C(c2ccncc2)N2CCOCC2)cc1 (stereo unspecified)	21	4	10	4	x	8	8	x
CC1(C)C(=O)NCCN1C(=O)CC1C(=O)NCCN1CC(c1ccccc1)c1ccccc1 (stereo unspecified)	7	2	-10	-3	-11	16	27	5
Cc1ccc(NC(=O)Nc2ccc(C(=O)N3CCOCC3)cc2)cc1	x	-7	14	-6	x	5	-3	28
O=C(COc1ccccc1Cl)N1CCc2ccccc21	-57	-3	x	-1	9	0	-190	1
COC(=O)C[C@H]1c2ccccc2S(=O)(=O)N1c1cccc(OC)c1	-2	4	x	0	7	x	12	6

Entries of single compounds as entered above. Order of screens: LGR2 antag	Cneo AK release	PGC1a acetyl inh	PglD inh	INS-1E GSIS act	ARNT-TACC3 inh	PAX8 inh HTS	Statin myotox sup
`C[C@H]1CN([C@@H](C)CO)C(=O)c2cccc(NC(=O)C3CC3)c2O[C@H]1CN(C)S(C)(=O)=O` is listed as 12	-9	-4	-4	5	0	-40	1
`NC(Cc1ccccc1)c1csc(NC(=O)Nc2ccccc2Oc2ccccc2)n1` (stereo unspecified) is listed as -14	-3	-71	6	8	x	-9	-21

Going on with the list.
SMILES	LGR2 antag	Cneo AK release	PGC1a acetyl inh	PglD inh	INS-1E GSIS act	ARNT-TACC3 inh	PAX8 inh HTS	Statin myotox sup
O=[N+]([O-])c1cc([N+](=O)[O-])c(Oc2cc(Cl)cc(Cl)c2)cc1NN1CCCCC1	15	1	-13	3	13	11	3	0
C=CCNC(=O)CSc1nnc(-c2ccc(S(=O)(=O)N3CCCC3)cc2)n1C	1	13	x	2	10	6	0	-4
COc1cccc(C2NC(=O)NC(C)=C2C(=O)Nc2cccc(C)c2C)c1 (stereo unspecified)	x	0	-2	0	x	x	-11	-16
C[C@@H]1CN([C@H](C)CO)C(=O)Cc2cc(NS(=O)(=O)c3ccc(Cl)cc3)ccc2O[C@H]1CN(C)Cc1ccc(C(F)(F)F)cc1	6	0	1	-4	-2	-4	x	33
Cc1ccc(Cl)cc1NS(=O)(=O)c1cn(C)nc1C	0	0	x	1	13	-16	7	-1
COC(=O)c1ccc(Oc2nc(SC)nc(N(C)C)n2)cc1	-3	-1	-18	-1	3	x	4	x
N#C/C(=C/c1ccccc1)c1nn(CCO)c(N)c1C#N	x	0	4	-5	x	2	x	1
Cc1oc2c(C)c3oc(=O)c(CCC(=O)NCCCN4CCOCC4)c(C)c3cc2c1C	-3	6	-11	1	-2	35	x	-24
Cc1nsc2nc3c(F)c(F)c(F)c(F)c3cc12	1	1	14	4	-12	-8	39	0
CCOc1ccc(NC(=O)N2CCN(c3nc4ccccc4s3)CC2)cc1	x	-2	2	14	x	1	x	20
C#CCN(C[C@@H]1[C@@H](OC(=O)NCc2ccco2)[C@@H](OC(=O)NCc2ccco2)CN(C(=O)OC(C)C)N1C(=O)OC(C)C)S(=O)(=O)c1ccc(C)cc1	15	0	14	-1	-9	x	23	-16
COc1ccc(C(=O)O)cc1S(=O)(=O)N1CCSCC1	5	-2	15	-2	30	0	8	1
CC(C)c1c(C(=O)N/N=C/c2ccoc2)nnn1-c1nonc1N	-10	-4	6	0	13	-9	-18	13
COCCN1C(=O)C(=O)/C(=C(/O)c2ccc(S(=O)(=O)N3CCOCC3)cc2)C1c1cccc(O)c1 (stereo unspecified)	15	-3	15	-2	10	0	1	-1
c1ccc(-c2nc(NCCCn3ccnc3)c3oc4ccccc4c3n2)cc1	6	-6	-24	0	-61	40	x	-57
CCCNC(=O)N1C[C@@H](C)[C@H](OC)CN(C)C(=O)c2ccc(NC(=O)C3CCC3)cc2OC[C@@H]1C	10	0	7	-3	-3	-2	-5	-15
COc1ccc(NC(=O)NNC(=O)C(C)Oc2ccc(C(C)C)cc2)c(OC)c1 (stereo unspecified)	5	9	x	0	-40	-3	2	x
O=C(c1ccccc1)c1coc2ccc(O)c(Cl)c12	-71	-2	16	-4	-5	-4	x	-6
O=C(NCC1CCCO1)c1ccccc1-c1nc(-c2ccc(Cl)cc2)no1 (stereo unspecified)	-14	-6	-5	-1	5	-11	x	-9
C[C@@H](NC(=O)c1nc[nH]c1C(=O)OCc1ccccc1)c1ccccc1	5	1	-11	2	30	-3	-5	-6
Cc1ccccc1CC1(CO)CCCN(C(=O)c2ccccc2Cl)C1 (stereo unspecified)	-18	x	12	x	-2	1	1	x
COc1ccc(Oc2cc(C)c3cccc(C)c3n2)cc1	x	0	-6	5	x	-13	x	x
Cc1cc(Br)ccc1SCC(=O)OCC(=O)NCc1ccc2c(c1)OCO2	3	0	1	-2	1	0	-9	3
O=C1CN(C(=O)Cn2ncc(Cl)c(Cl)c2=O)c2ccccc2N1	105*	x	-74	x	-8	2	95*	x
CCc1nc2c(OCc3ccc(Cl)cc3)cccn2c1N(C=O)Cc1ccccc1	0	13	-8	-1	-23	x	11	19
COc1ccc(CN2CCN(Cc3ccco3)CC2)cc1OC	-4	4	6	-2	-8	-4	-9	12
C[C@H]1CN([C@@H](C)CO)S(=O)(=O)c2ccc(-c3cccc(C#N)c3)cc2O[C@@H]1CN(C)C(=O)Nc1ccccc1F	-8	2	-11	1	0	-4	-10	-24
CCN(CC(=O)Nc1cc(Cl)ccc1-n1cncn1)Cc1nc2ccccc2c(=O)[nH]1	-2	0	6	-3	10	2	14	-8
COc1cc(OC)cc(C(=O)N2CCN(C(=O)COc3ccc4ccccc4c3)CC2)c1	x	-7	-4	6	x	0	x	-1
N#C/C(=C\c1c(F)cccc1Cl)C(=O)NC1CC1	1	-5	x	8	-11	-3	3	-5
CC(C)(C)c1ccc(C(=O)N2CCC2(C)C(=O)Nc2cccc3ncccc23)cc1 (stereo unspecified)	11	-2	-21	3	-32	x	23	-1
O=[N+]([O-])c1ccc(N=Cc2c(O)ccc3ccccc23)cc1	-10	6	3	-2	0	0	6	13
Cc1sc2ccccc2c1CNC[C@H]1O[C@@H](n2cnc(C(N)=O)n2)[C@H](O)[C@@H]1O	-16	7	3	-8	6	-10	-13	0
CN(CCCC1CCCC1)C(=O)CC1C(=O)NCCN1Cc1cccc(F)c1F (stereo unspecified)	4	6	1	-1	-39	1	1	-3
C=CCNC(=O)C1CC2Cn3c(nc4cc(C)c(C)cc43)C2N1C (stereo unspecified)	-17	1	6	-1	-1	-7	-18	19
OCCCCCCNc1ccc(CCO)cc1	2	0	0	0	35	x	-16	-4
CC(=O)Nc1ccc2c(COC(=O)[C@H](C)N3C(=O)C4CCCCC4C3=O)cc(=O)oc2c1 (stereo partly specified)	-16	-2	29	2	9	0	4	1
COc1cccc(NCCC(=O)c2cccc([N+](=O)[O-])c2)c1	-31	x	4	x	17	3	-75	x
OC[C@H]1[C@@H](c2ccc(-c3ccccc3)cc2)[C@@H]2CN(CCC(F)(F)F)CCCCN12	10	2	-2	1	-13	13	-8	x
C=CCNc1sc(C(=O)C(C)(C)C)c(N)c1C#N	x	-1	0	2	x	2	x	-1
Cc1ccc(C2CC(c3ccccc3Cl)n3nc(N)nc3N2)cc1 (stereo unspecified)	8	-1	6	-4	4	-3	-3	14
CNC(=O)C[C@H]1CC[C@@H]2[C@@H](COc3ccc(NC(=O)C(C)C)cc3C(=O)N2C)O1	6	-3	-2	-2	-5	0	-27	-3
Cc1ccc(OCc2nnc(SCC(=O)NCc3ccco3)n2C)cc1	x	1	-10	2	x	0	6	-10
CCOc1cc(/C=C/c2ccc3cccc([N+](=O)[O-])c3n2)ccc1OCC(=O)N(C)C	-4	x	x	x	1	18	-27	x
Cc1ccc(C(=O)NNS(=O)(=O)c2ccc(F)cc2)cc1	-30	-2	6	-4	8	-1	-37	0

Fetched by structure from the list above:
SMILES	LGR2 antag	Cneo AK release	PGC1a acetyl inh	PglD inh	INS-1E GSIS act	ARNT-TACC3 inh	PAX8 inh HTS	Statin myotox sup
Cc1ccc(C2CC(c3ccccc3Cl)n3nc(N)nc3N2)cc1 (stereo unspecified)	8	-1	6	-4	4	-3	-3	14
OCCCCCCNc1ccc(CCO)cc1	2	0	0	0	35	x	-16	-4
OC[C@H]1[C@@H](c2ccc(-c3ccccc3)cc2)[C@@H]2CN(CCC(F)(F)F)CCCCN12	10	2	-2	1	-13	13	-8	x
C=CCNc1sc(C(=O)C(C)(C)C)c(N)c1C#N	x	-1	0	2	x	2	x	-1
COc1cccc(NCCC(=O)c2cccc([N+](=O)[O-])c2)c1	-31	x	4	x	17	3	-75	x
CC(C)(C)c1ccc(C(=O)N2CCC2(C)C(=O)Nc2cccc3ncccc23)cc1 (stereo unspecified)	11	-2	-21	3	-32	x	23	-1

(list continues)
SMILES	LGR2 antag	Cneo AK release	PGC1a acetyl inh	PglD inh	INS-1E GSIS act	ARNT-TACC3 inh	PAX8 inh HTS	Statin myotox sup
CC(=O)c1c(C)[nH]c(C(=O)COC(=O)CCNS(=O)(=O)c2ccc(C)c(C)c2)c1C	6	0	-7	-2	x	x	-6	3
COc1cc(C(=O)N/N=C/c2sc(N3CCOCC3)nc2-c2ccccc2)cc(OC)c1OC	14	x	1	x	-25	6	1	x
CN(C)S(=O)(=O)c1ccc(NC(=O)CN2CCCc3ccccc32)cc1	-25	6	-27	5	-11	10	10	2
O=C(c1cccc(F)c1)N1CCCN(C(=O)c2cccc(F)c2)CC1	8	-4	x	4	3	-9	8	x
CCN(CC)C(=O)C(C)OC(=O)c1ccc(O)cc1 (stereo unspecified)	x	0	-9	2	x	1	x	x
CC(=NCC1CCCO1)C1=C(O)CC(C)(C)CC1=O (stereo unspecified)	4	1	-4	-13	11	-3	x	13
COC(=O)C1CCCN1C(=O)COc1ccc(Br)cc1Cl (stereo unspecified)	x	-8	3	3	-2	x	-15	x
Nc1nc(-c2ccccc2)cc(-c2ccccc2O)n1	x	0	-15	-1	x	-14	x	48
O=C(NNC(=O)c1cc2cc3ccccc3nc2s1)c1cccc(Cl)c1	x	-5	2	-5	x	4	x	-9
CCCCCc1cc(=O)oc2c(C(CCN3CCCC(C)C3)c3ccc(OC)cc3)c(OC)cc(OC)c12 (stereo unspecified)	25	28	1	1	339*	14	32	-4
Cc1cccc(C)c1NC(=O)C1CC(=O)N(C(C)C)C1 (stereo unspecified)	x	1	x	3	26	-4	-10	x
CCCNC(=O)N1C[C@H](O)COC[C@H]2O[C@@H](CC(=O)NCc3ccncn3)CC[C@@H]21	-11	0	1	1	4	2	-24	-22
Cc1cccc(OCc2nnc(SCC(=O)NCCc3ccccc3)o2)c1	-3	0	7	-4	24	7	x	4

Screens as filed in PubChem BioAssay.
